# Compound activity: PubChem BioAssay, several laboratories
# Rev-erbA mod – Rev-erb alpha (human) modulation. actives 0.79% (n = 370,000). Rev-erbα–FITC-DNA binding, fluorescence polarization, 90 min. activity, % at 10 µM;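 active means activity above about 14%, limit read from the data; passing the limit was not always enough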;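 further: 0% = DMSO wells with 35 nM protein and 100% = DMSO wells with 750 nM protein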
# PLCb3 inh – inhibitors of human phospholipase C beta3; Purified PLC-beta3, fluorogenic substrate, fluorescence; inhibition, % at 12.2 µM; actives 0.18% (n = 370,000); AID 720704; in the data active means inhibition above about 11%;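 further: 0% = median of compound wells on plate and 100% = full blocker control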
# DDE Tn6 FP inh – DD(E)-Tn6 binding inhibition, primary FP screen; actives 0.21% (n = 370,000); P02675; inhibition, % at 8.3 µM; Fibrin DD(E) TRITC-Tn6 fluorescence polarization displacement;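 active means inhibition above a per-campaign cutoff: mean of compounds within control limits plus 3 SD, cut at about 15% in these data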;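 further: 0% = median of all compound wells on the plate and 100% = blocking peptide control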
# PLC-gamma1 inh – PLC-gamma1 (human) inhibition, primary screen; actives 0.84% (n = 370,000); inhibition, % at 12.2 µM; purified PLC-gamma1, fluorogenic substrate, fluorescence; P19174; in the data active means inhibition above about 9.5%
# UHRF1 MBD2 ctr – UHRF1 methyl-DNA binding inhibition | Q96T88 | UHRF1 binding to methylated oligo, TR-FRET | inhibition, % at 4.4 µM | actives 0.75% (n = 370,000); in the data active means inhibition above about 21%;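 further: UHRF1 SRA domain binding a hemimethylated CpG hairpin DNA probe; 0% = median of test compound wells and 100% = reference inhibitor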
# proKLK7 act – proKLK7 (human) activation, primary screen | P49862 | purified proKLK7, EDANS-DABCYL substrate fluorescence; 100% is mature enzyme control, 0% vehicle | activation, % at 7 µM | actives 0.9% (n = 370,000);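 active means activation above the mean of all tested compounds plus 3 SD, computed per campaign excluding outliers beyond control limits, cut at about 13% in these data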
# Target sequence (P49862 whole entry, looked up): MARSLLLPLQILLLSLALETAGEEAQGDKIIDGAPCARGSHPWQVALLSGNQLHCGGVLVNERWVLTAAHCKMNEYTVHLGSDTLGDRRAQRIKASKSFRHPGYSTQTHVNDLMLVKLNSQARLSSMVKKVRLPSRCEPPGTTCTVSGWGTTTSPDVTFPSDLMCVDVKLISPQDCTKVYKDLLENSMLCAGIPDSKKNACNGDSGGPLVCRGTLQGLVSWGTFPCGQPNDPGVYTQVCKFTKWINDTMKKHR
# ARFGAP1 inh – rat ARFGAP1 inhibition. Arfgap1-stimulated ARF1 GTP hydrolysis, GDP FP detection. inhibition, % at 16.5 µM. Q62848. actives 0.26% (n = 360,000);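 active means inhibition above a per-plate limit, mean inhibition of low control wells plus 3 SD, cut at about 25% in these data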;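 further: 0% = DMSO wells with enzyme and 100% = wells lacking Arfgap1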
# Target sequence (Q62848 1-136 limits assumed): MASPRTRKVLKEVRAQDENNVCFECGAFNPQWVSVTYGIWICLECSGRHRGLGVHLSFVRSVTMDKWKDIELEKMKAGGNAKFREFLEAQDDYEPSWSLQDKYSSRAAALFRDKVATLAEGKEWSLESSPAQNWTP
#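 System: truncated rat Arfgap1 GAP domain / Benchmarks: high control wells lacking Arfgap1, low control full reaction with DMSO / Times: compound-enzyme preincubation 20 min, reaction 120 min, detection 60 min, 25 °C / Repeats: one replicate per compound / Also added: human ARF1(Δ1-17)-GTP substrate / Measured by: Tracer-displacement fluorescence polarization with EDTA stop, 620/688 nm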
# sPLA2-III inh – Inhibits HGIII-sPLA2 liposome hydrolysis, primary screen. actives 0.56% (n = 370,000). Q9NZ20. inhibition, % at 12.2 µM. QFRET BODIPY PC-A2 liposome hydrolysis, fluorescence;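 active means inhibition above mean plus 3 SD of compounds lying within the high and low control bounds, cut at about 19% in these data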;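 further: 0% = median of test compound wells and 100% = no enzyme DMSO wells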
# Target sequence (Q9NZ20 whole entry, looked up): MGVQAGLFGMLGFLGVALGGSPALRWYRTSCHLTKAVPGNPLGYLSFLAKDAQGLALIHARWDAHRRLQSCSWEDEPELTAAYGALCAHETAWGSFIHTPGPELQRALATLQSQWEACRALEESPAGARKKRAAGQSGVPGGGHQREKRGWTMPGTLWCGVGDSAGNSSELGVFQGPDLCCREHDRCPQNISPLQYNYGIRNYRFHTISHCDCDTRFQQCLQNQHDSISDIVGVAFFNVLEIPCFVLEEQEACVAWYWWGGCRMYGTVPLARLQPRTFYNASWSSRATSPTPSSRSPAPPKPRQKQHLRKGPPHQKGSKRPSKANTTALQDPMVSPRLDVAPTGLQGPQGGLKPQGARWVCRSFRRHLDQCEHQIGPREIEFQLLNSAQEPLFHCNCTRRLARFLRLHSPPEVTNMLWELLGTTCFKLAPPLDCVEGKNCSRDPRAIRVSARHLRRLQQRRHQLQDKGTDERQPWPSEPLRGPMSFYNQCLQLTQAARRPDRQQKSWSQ
# ASAP1 inh – blocks human ASAP1-stimulated Arf1 GTP hydrolysis; inhibition, % at 16.5 µM; Q9ULH1; GDP FP detection; actives 0.19% (n = 360,000); in the data active means inhibition above about 25%;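 further: 0% = vehicle with enzyme and substrate and 100% = no enzyme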
# DDE Tn7 FP inh – disrupts Tn7 cyclic peptide binding to fibrin D-Dimer-E complex; FP displacement of FITC-Tn7 peptide from fibrin DD(E); 0% = median of compound wells per plate; inhibition, % at 8.3 µM; actives 0.13% (n = 370,000);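 active means inhibition above the mean of compounds falling within the control limits plus 3 SD of them, cut at about 14% in these data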;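 further: 0% = plate median of compound wells and 100% = 10 µM Aha-Tn7 peptide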
#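 system = human fibrin DD(E) protein | quantity = DD(E) 2 µM final | medium = Tris/NaCl/CaCl2 buffer, pH 7.8 | also added = labelled Tn7 tracer, 0.1 µM | compound dosing = single point at 8.3 µM | timing = compound with protein 10 min, then 3 h after probe, room temperature | signal = FP measurement | benchmarks = Aha-Tn7 high control | repeats = one replicate per compound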
# * = called active by the depositor; nt = not tested or not shown. Rows were taken by chance; overall some 4.5% were active at least once.
SMILES,Rev-erbA mod,PLCb3 inh,DDE Tn6 FP inh,PLC-gamma1 inh,UHRF1 MBD2 ctr,proKLK7 act,ARFGAP1 inh,sPLA2-III inh,ASAP1 inh,DDE Tn7 FP inh
O=C1Nc2ccccc2-n2nnnc2C1N1CCN(c2ccc(C(F)(F)F)cc2[N+](=O)[O-])CC1 (stereo not given),6,4,9,5,-5,0.9,2,-16,11,1
O=C(COc1ccccc1)N1CCCC1,2,-1,3,3,0,-0.3,-1,-2,-17,-3
COC(=O)c1sc(S(=O)(=O)N2CCN(CCO)CC2)c(C(=O)OC)c1C,0,-2,-11,2,0,-0.4,2,4,2,2
O=C(c1cn(CC2CCCCC2)nn1)N1CCN(c2ccc(F)cc2)CC1,-5,-12,5,-3,4,0.3,7,6,-3,-4
Cc1ccccc1-n1c(N)c(C(=O)Nc2ccc(F)cc2)sc1=S,-3,-4,-5,0,20,0.1,1,7,-7,7
Cc1ccc(S(=O)(=O)N2CCc3ccccc3C2CN2C(=O)c3ccccc3C2=O)cc1 (stereo not given),2,0,-1,-16,19,0.3,6,-19,-4,5
C/C(=C\c1cccc(Cl)c1Cl)C(=O)c1c(C)cc(C)[nH]c1=O,0,0,-1,4,0,-0.2,-2,-10,6,6
COc1cccc(NC(=O)COC(=O)c2ccccc2SCC(=O)N2CCCC2)c1,4,-2,2,-1,-2,0.4,1,0,-10,2
CSc1nnc(-c2sccc2OCc2ccccc2)n1C,-1,-2,8,-2,5,0.5,3,3,3,0
CCOC(=O)C1=CCC2C(=O)N(CC)C(=O)C12 (stereo not given),11,3,2,-2,0,-0.4,10,-1,15,-9
O=C(O)CCc1ccc(-c2ccc(F)cc2)n1NC(=O)c1ccco1,2,-3,0,-7,-4,0.0,1,-1,-6,3
O=C(CSc1nc2c([nH]c3ccccc32)c(=O)n1-c1ccccc1F)NCC1CCCO1 (stereo not given),-4,-22,3,-10,-1,1.0,-3,-4,5,-3
Cc1ccc(CSCC(=O)N2CCN(Cc3ccc4c(c3)OCO4)CC2)cc1,7,4,-4,6,-3,0.5,13,-9,17,-2
CC1CCN(C(=O)C(C)c2ccc([N+](=O)[O-])cc2)CC1 (stereo not given),-7,-2,9,-1,0,-0.2,-14,1,9,6
CN(CC(=O)Nc1cccc(F)c1)C(=O)c1ccc2c(=O)n3c(nc2c1)CCC3,-4,-8,5,-2,-1,0.6,0,5,3,-2
C/C(=N\O)C(=O)NCc1ccncc1,-3,5,-2,2,-1,0.8,6,-2,-10,7
COc1ccc(C(c2sc3ncnn3c2O)N2CCN(c3ccccc3F)CC2)cc1OC (stereo not given),-4,-9,2,-7,1,-0.4,13,-19,-2,5
O=C(/C=C\Nc1ccc(S(=O)(=O)Nc2ncccn2)cc1)c1cccc2ccccc12,7,-58,-11,-27,-2,-2.3,7,-21,12,5
Cc1c(C(N)=O)sc2ncn(CC(=O)N(C)C3CCCCC3)c(=O)c12,-6,3,2,-1,4,-0.1,-3,1,-2,1
CC(=O)Nc1cccc(NC(=O)CSc2nc3c(c(=O)n(C)c(=O)n3C)n2C)c1,-4,-7,10,0,1,0.8,8,3,-8,-4

# Compounds from the list above that contain a thiophene ring, fused or not (3):
SMILES,Rev-erbA mod,PLCb3 inh,DDE Tn6 FP inh,PLC-gamma1 inh,UHRF1 MBD2 ctr,proKLK7 act,ARFGAP1 inh,sPLA2-III inh,ASAP1 inh,DDE Tn7 FP inh
COC(=O)c1sc(S(=O)(=O)N2CCN(CCO)CC2)c(C(=O)OC)c1C,0,-2,-11,2,0,-0.4,2,4,2,2
CSc1nnc(-c2sccc2OCc2ccccc2)n1C,-1,-2,8,-2,5,0.5,3,3,3,0
Cc1c(C(N)=O)sc2ncn(CC(=O)N(C)C3CCCCC3)c(=O)c12,-6,3,2,-1,4,-0.1,-3,1,-2,1

# Carrying on:
SMILES,Rev-erbA mod,PLCb3 inh,DDE Tn6 FP inh,PLC-gamma1 inh,UHRF1 MBD2 ctr,proKLK7 act,ARFGAP1 inh,sPLA2-III inh,ASAP1 inh,DDE Tn7 FP inh
COC(=O)c1c(NC(=O)C(=O)N2CCCC2)sc2c1CC(C)(C)OC2,3,-5,4,-1,-2,0.6,-1,-4,-9,-7
Cc1cc(CNC(=O)COc2ccccc2F)c2ccccc2n1,2,0,0,1,15,0.1,-4,1,-9,0
CCc1cc(OCCN(C)C)ccc1Cl,-2,-6,2,-1,3,1.0,-2,2,6,-6
O=C1CSC(c2ccccc2[N+](=O)[O-])N1c1ccccc1 (stereo not given),0,3,5,0,-1,0.7,-6,3,-3,5
O=C(CSc1nc2ccccc2s1)NCCOc1ccc(Cl)cc1,11,1,3,0,1,0.6,4,-3,-2,-3
CC(C)N(C(=O)COC(=O)c1ccc([N+](=O)[O-])cc1)c1ccccc1,2,-8,3,0,0,0.4,-12,-1,7,-1
O=C(c1cc(-c2ccc(O)cc2)on1)N1CCOCC1,-4,-6,-8,2,1,-0.3,19,13,0,6
COCCNC(=O)c1onc(CSc2ccc(Cl)cc2)c1C(=O)O,-3,-1,8,1,-2,-0.1,13,7,8,10
CN(CC(=O)NC(=O)NCc1ccccc1)CC(=O)Nc1ccc(Cl)c(C(F)(F)F)c1,1,0,-10,3,-3,-0.3,4,-13,8,-1
O=C(/C=C/c1ccccc1[N+](=O)[O-])Nc1ccccc1,0,4,5,0,-2,0.2,0,-2,-9,-7
O=C(O/N=C(\c1ccccc1)c1ccncc1)c1ccccc1Cl,6,0,4,-1,-1,-0.6,-11,-4,-5,7
CCn1c(/C=C/c2c[nH]c3ccccc23)nc2ccccc2c1=O,1,-25,-4,-24,-2,-0.5,7,-14,10,7
COc1ccc(CCNC(=O)C2CCCN(S(=O)(=O)c3ccc(F)cc3)C2)cc1OC (stereo not given),-4,-3,7,4,-2,0.3,-12,2,2,-2
Cc1[nH]n(-c2ccc([N+](=O)[O-])cc2)c(=O)c1C=NCCN1CCN(C(=O)c2ccc(F)cc2)CC1,2,-1,5,1,2,-0.3,6,2,3,0
COC(=O)C1CC(O)CN1S(=O)(=O)c1ccc2ccccc2c1 (stereo not given),-3,-4,4,0,-3,-0.9,4,10,-2,2
Cc1ccc(-n2c(SC/C=C/c3ccccc3)nnc2-c2cccs2)cc1,-2,-1,-3,-2,0,0.3,nt,-13,nt,5
O=[N+]([O-])c1cccc(C2=Nn3c(nnc3-c3ccccc3)SC2)c1,-1,1,-2,1,-2,0.1,nt,-2,nt,5
CC1CN(C(=O)COC(=O)c2cc(Cl)ccc2[N+](=O)[O-])CC(C)O1 (stereo not given),2,-8,3,0,2,-0.1,-5,6,-12,-2
O=C(c1ccco1)N1C(=O)c2cccc3c(S(=O)(=O)N4CCCC4)ccc1c23,3,-100,1,-83,-3,2.5,3,2,-4,-4
O=C(Nc1cccc(S(=O)(=O)N2CCCCC2)c1)C1CCN(C(=O)c2ccc(Cl)cc2)CC1,6,-5,-2,1,0,0.3,0,-25,7,-4
C[C@@H]1COC(=O)[C@H](Cc2ccc(F)cc2)CC/C=C/C[C@@H](CC(=O)N[C@H](CO)Cc2ccccc2)C(=O)N1,-8,3,-4,7,1,0.5,4,-5,6,-9
COC(=O)c1sc(NC(=S)NC(=O)c2cccc(Br)c2)nc1C,7,-10,2,-1,-3,0.2,-1,5,3,0
Cc1ccc(S(=O)(=O)N2C[C@H]3C(=O)C[C@@H](c4ccccc4)N(S(=O)(=O)c4ccc(C)cc4)[C@H]3C[C@H]2c2cccc(C)c2)cc1,-4,2,3,4,0,-0.7,-5,-9,-1,0
CC(Oc1ccc([N+](=O)[O-])cc1Cl)C(=O)Nc1ccc(C(N)=O)cc1 (stereo not given),10,3,-1,-2,12,0.2,5,2,-10,-6
O=C(CSc1n[nH]c(-c2cccnc2)n1)Nc1ccc(Cl)cc1,2,-7,-1,0,-2,-0.1,-2,-11,-10,-2
CCCc1nc2c3ccccc3ccn2c1Cc1cccc(F)c1,-6,-37,5,-30,21*,1.1,5,2,1,4
COc1cc(OC)c2c(-c3ccccc3)cc(=O)oc2c1C(CC(=O)N1CCN(c2ccccc2)CC1)c1ccc(N(C)C)cc1 (stereo not given),-4,-7,-2,-2,-3,-1.0,9,0,-6,-7
Cc1nn(CC(=O)NCC(C)c2ccccc2)c(=O)c2cc3occc3n12 (stereo not given),12,-5,-2,1,0,0.3,2,8,0,1
CC(C)c1ccc(CN2CCN(S(=O)(=O)c3ccc(Cl)s3)CC2)cc1,-3,-4,-7,1,0,0.2,9,2,3,6
CCC(c1nnnn1Cc1ccc2c(c1)OCO2)N1CCN(c2ccccc2)CC1 (stereo not given),0,3,-4,-1,2,-0.5,-4,-5,11,-4
COc1cc2c(cc1NC(=S)NC(=O)/C=C/c1ccco1)oc1ccccc12,-3,0,7,0,1,-0.3,1,-7,-1,-3
COc1ccc(CCNS(=O)(=O)CC23CCC(CC2=O)C3(C)C)cc1OC (stereo not given),-2,-7,0,-1,-1,0.1,-2,-1,-6,2
O=C(O)CCNS(=O)(=O)c1cccc(Br)c1,-6,-7,1,1,0,-0.1,7,2,-12,2
Cc1cc(=O)[nH]c(SCC(=O)Nc2ccccc2C#N)c1C#N,-8,-11,7,-8,1,-0.1,7,-3,7,-1
O=C(NCc1ccccc1)c1csc2c1CCCC2,1,0,-3,4,-3,-0.4,-9,-5,-8,3
Cc1cc(Nc2ccccc2)nn1C(=O)c1ccc([N+](=O)[O-])cc1,2,-1,-7,1,-1,0.2,17,4,9,0
Cc1ccc(S(=O)(=O)Nc2cc(C)cn(Cc3ccccc3)c2=O)cc1,2,-12,-2,-3,-3,0.3,10,13,3,1
COc1ccc(CCC(=O)OCC(=O)NC(=O)c2ccc(Cl)cc2)cc1,5,1,0,-1,-2,-0.2,4,-8,-20,-3
Cc1nc2c(C#N)c(C)[nH]n2c(=O)c1Cc1ccccc1,4,-1,-1,-4,-2,-0.3,1,0,1,0
Cc1ccc(OCC(=O)N(Cc2ccccc2)C(C)(C)C)c([N+](=O)[O-])n1,3,0,2,1,2,-0.2,-1,7,-4,7
COc1cc2cnncc2cc1OC,2,1,6,1,0,-0.2,2,3,12,-4
Cc1c(Cl)cccc1NC(=O)C1COc2ccccc2O1 (stereo not given),9,-10,-7,-2,-1,0.6,15,-6,0,-1
CCn1c(SCC(=O)N2CCC(C)CC2)nc2c1c(=O)n(C)c(=O)n2C,-2,-7,-3,-3,-3,0.2,3,5,0,-1
Cc1ccc(C(=O)/C=C/N(C)C)cn1,-5,-5,3,1,11,0.5,-7,-5,1,-6
COc1cc([N+](=O)[O-])ccc1NC(=O)Nn1cnnc1,-3,1,-3,4,2,0.0,5,7,-6,3
O=C(CSc1ccccn1)Nc1ccc2c(c1)CCC2,-1,-9,-7,3,1,-0.1,3,-3,-5,2
COc1cc2c(C#N)c(N3CCCCC3)nc(N)c2c(N)n1,5,-440,0,-363,-13,-2.8,8,3,10,-6
